# EZH2 inh – inhibitors of human EZH2/PRC2 methyltransferase | Q15910 | PRC2 H3K27 methylation, DELFIA TRF, 1 h | inhibition, % at 12.5 µM | actives 0.35% (n = 57,000) | AID 651548;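 active = mean inhibition of replicates at least 50% and every single replicate also reaching 50%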;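 note: dimethyl H3K27 on biotinylated H3 21-44 peptide detected by antibody; plate controls were median neutral control wells for no effect and median positive control wells for full effect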
# Target sequence (Q15910 whole entry, looked up): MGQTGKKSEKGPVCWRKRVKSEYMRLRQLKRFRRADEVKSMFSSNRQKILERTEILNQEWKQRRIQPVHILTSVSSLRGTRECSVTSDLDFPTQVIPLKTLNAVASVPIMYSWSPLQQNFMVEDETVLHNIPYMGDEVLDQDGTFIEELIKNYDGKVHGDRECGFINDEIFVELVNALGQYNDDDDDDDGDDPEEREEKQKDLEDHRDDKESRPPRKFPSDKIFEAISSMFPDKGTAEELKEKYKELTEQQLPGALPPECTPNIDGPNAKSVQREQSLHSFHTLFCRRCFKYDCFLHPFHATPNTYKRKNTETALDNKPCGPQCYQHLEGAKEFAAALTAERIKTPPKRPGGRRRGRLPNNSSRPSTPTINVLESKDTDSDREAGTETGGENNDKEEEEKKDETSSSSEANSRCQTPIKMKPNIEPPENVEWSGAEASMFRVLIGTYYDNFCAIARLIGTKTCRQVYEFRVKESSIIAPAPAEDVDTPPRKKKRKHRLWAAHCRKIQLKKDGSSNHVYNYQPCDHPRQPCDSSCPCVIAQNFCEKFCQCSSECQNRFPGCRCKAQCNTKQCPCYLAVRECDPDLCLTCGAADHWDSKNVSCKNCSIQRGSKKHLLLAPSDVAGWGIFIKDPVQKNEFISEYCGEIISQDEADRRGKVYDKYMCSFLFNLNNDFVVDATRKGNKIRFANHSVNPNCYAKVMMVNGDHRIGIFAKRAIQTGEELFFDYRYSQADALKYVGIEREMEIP
# IDH1 R132H inh – inhibitors of human IDH1 R132H; inhibition, % at 10 µM; IDH1 R132H reductase, diaphorase/resazurin fluorescence, 60 min; AID 624101; O75874; actives 0.18% (n = 70,000); in the data active = inhibition above about 34%;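 note: 0% = DMSO and 100% = no enzyme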
# Active calls of the source: *; . = no result given. Some of the compounds tested. The share of hits here may be higher or lower than overall.
smiles	EZH2 inh	IDH1 R132H inh
O=C(C[C@H]1CC[C@H](NC(=O)Nc2ccc(C(F)(F)F)cc2)[C@H](CO)O1)NCc1cccc(F)c1	-2	-0.3
C[C@@H]1CN([C@H](C)CO)C(=O)Cc2cc(NS(C)(=O)=O)ccc2O[C@H]1CN(C)C(=O)Nc1cccc2ccccc12	8	1.8
C[C@H]1CCCCO[C@@H](CN(C)CC2CCCCC2)[C@@H](C)CN([C@@H](C)CO)C(=O)c2cc(NC(=O)c3ccccc3)ccc2O1	.	-1.0
CC(C)CC#Cc1cnc2c(c1)C(=O)N([C@@H](C)CO)C[C@@H](C)[C@@H](CN(C)CC1CCOCC1)O2	-16	1.0
Clc1nc(NC2CCN(Cc3ccccc3)CC2)c2cc(Br)ccc2n1	-6	0.1
O=C(c1ccc2c(c1)OCO2)N1CCCCC1	24	0.6
COc1c(O)c(C(=O)CCc2ccccc2)c(OC)c(OC)c1OC	.	-0.5
Cc1ccc(C)c(NC(=O)CSc2ncnc3sc4c(c23)CCC4)c1	-3	-0.2
CC(Oc1ccccc1)C(=O)NCCN1CCOCC1 (stereo not given)	11	-0.2
COc1ccc([Si](C)(C)[C@@H]2[C@@H](CCO)O[C@]3(C(=O)N(Cc4ccc(NC(C)=O)cc4)c4ccccc43)[C@H]2C)cc1	20	.
Cc1noc(C)c1NC(=O)Nc1ccc2c(c1)CC(=O)N([C@H](C)CO)C[C@@H](C)[C@@H](CN(C)Cc1ccc(Oc3ccccc3)cc1)O2	.	0.4
COc1ccc(S(=O)(=O)Nc2ccc3c(c2)C(=O)N([C@H](C)CO)C[C@H](C)[C@@H](CN(C)Cc2ccc(C(=O)O)cc2)O3)cc1	.	2.3
C[C@@H]1CN([C@@H](C)CO)C(=O)Cc2cc(NC(=O)Cc3ccccc3)ccc2O[C@@H]1CN(C)C(=O)Nc1ccc(C(F)(F)F)cc1	.	0.3
COCC(=O)Nc1ccc2c(c1)C(=O)N(C)C[C@H](OC)[C@@H](C)CN(Cc1cccc(F)c1)[C@@H](C)CO2	3	0.2
C[C@H](CO)N1C[C@H](C)[C@H](CN(C)C(=O)NC2CCCCC2)OCc2cn(nn2)CCCC1=O	0	.
CC(C)[C@@H]1NC(=O)[C@@H](Cc2c[nH]c3ccccc23)n2c1nc1ccccc1c2=O	.	0.1
C[C@H]1CN([C@@H](C)CO)C(=O)Cc2cc(NC(=O)CCC(F)(F)F)ccc2O[C@H]1CN(C)Cc1ccccc1	-7	-0.8
CC(=O)N(C)C[C@@H]1Oc2cc(-c3ccc(F)cc3)ccc2S(=O)(=O)N([C@@H](C)CO)C[C@@H]1C	10	-2.9
CC(C)NC(=O)Nc1ccc2c(c1)C(=O)N([C@@H](C)CO)C[C@H](C)[C@@H](CN(C)C(=O)CCCN(C)C)OCCCC[C@@H](C)O2	-5	14
CCCN(C)C[C@@H]1Oc2cc(C#Cc3ccc(F)cc3)ccc2S(=O)(=O)N([C@H](C)CO)C[C@@H]1C	-15	-1.9
C[C@@H]1CN([C@H](C)CO)C(=O)c2cccc(NC(=O)CCCCCC(=O)Nc3ccccc3N)c2O[C@@H]1CN(C)S(=O)(=O)c1cn(C)cn1	-12	.
COc1cc2c(cc1OC)-c1cc3ccc(OC)c(OC)c3c[n+]1CC2	-9	-0.4
O=C(Nc1ccc(F)cc1)Nc1ccc2c(c1)[C@H]1C[C@H](CC(=O)N3CCCCC3)O[C@@H](CO)[C@H]1O2	-18	-0.1
O=C(O)CCNS(=O)(=O)c1cccc(F)c1	6	0.2
C[C@@H]1CN([C@H](C)CO)C(=O)c2cc(NC(=O)CCC(F)(F)F)ccc2O[C@@H](C)CCCCO[C@@H]1CN(C)Cc1ccc2c(c1)OCO2	.	0.4

# One compound at a time (already shown). Order of screens: EZH2 inh | IDH1 R132H inh
# Profile of Cc1noc(C)c1NC(=O)Nc1ccc2c(c1)CC(=O)N([C@H](C)CO)C[C@@H](C)[C@@H](CN(C)Cc1ccc(Oc3ccccc3)cc1)O2 = . | 0.4
# Profile of O=C(Nc1ccc(F)cc1)Nc1ccc2c(c1)[C@H]1C[C@H](CC(=O)N3CCCCC3)O[C@@H](CO)[C@H]1O2 = -18 | -0.1
# Profile of O=C(O)CCNS(=O)(=O)c1cccc(F)c1 = 6 | 0.2

# Later entries:
smiles	EZH2 inh	IDH1 R132H inh
Cc1noc(C)c1S(=O)(=O)Nc1cccc2c1O[C@@H](CN(C)Cc1ccc(Cl)c(Cl)c1)[C@@H](C)CN([C@@H](C)CO)C2=O	.	0.4
C[C@@H]1CN([C@@H](C)CO)S(=O)(=O)c2ccc(-c3cccc(F)c3)cc2O[C@H]1CN(C)C	10	0.2
Cc1noc(C)c1S(=O)(=O)Nc1cccc2c1O[C@@H](CN(C)C(=O)Nc1ccccc1)[C@@H](C)CN([C@@H](C)CO)C2=O	.	0.8
CN(C)CC(=O)N[C@H]1CC[C@@H](CCNS(=O)(=O)c2ccccc2)O[C@@H]1CO	10	0.0
CCC(C)C(=O)O[C@H]1C[C@H](O)C=C2C=C[C@H](C)[C@H](CC[C@@H](O)C[C@@H](O)CC(=O)O)C21 (stereo not given in full)	.	-0.2
C[C@@H]1CN([C@H](C)CO)C(=O)Cc2cc(NS(=O)(=O)c3ccc(F)cc3)ccc2O[C@@H]1CN(C)Cc1ccc2c(c1)OCO2	-8	0.6
Cc1noc(C)c1S(=O)(=O)N(C)C[C@@H]1Oc2ccc(N(C)C)cc2CC(=O)N([C@H](C)CO)C[C@H]1C	4	2.7
COc1ccc(OC)c(NC(=O)Cc2ccc(OC)c(OC)c2)c1	-1	-0.4
CNC[C@@H]1Oc2cc(C#CCC3CCCC3)ccc2S(=O)(=O)N([C@@H](C)CO)C[C@H]1C	-27	0.1
C[C@H]1CCCCO[C@H](CN(C)S(=O)(=O)c2ccccc2)[C@@H](C)CN([C@@H](C)CO)C(=O)c2cc(NS(C)(=O)=O)ccc2O1	.	2.1
COc1ccccc1C(=O)Nc1ccc2c(c1)C(=O)N(C)C[C@H](OC)[C@@H](C)CN(CC1CC1)[C@@H](C)CO2	-3	-0.2
CNC[C@H]1OCCCC[C@H](C)Oc2ccc(NC(=O)c3ccncc3)cc2C(=O)N([C@@H](C)CO)C[C@@H]1C	-24	2.4
CN(C)CC(=O)Nc1ccc2c(c1)[C@@H]1C[C@H](CC(=O)NC3CCCC3)O[C@H](CO)[C@@H]1O2	16	0.3
O=C(O)C[C@H]1C[C@@H]2c3cc(NC(=O)CC4CC4)ccc3O[C@@H]2[C@H](CO)O1	-11	-0.5
O=C(N[C@H]1C=C[C@H](CC(=O)N2CCN(c3ccccc3)CC2)O[C@H]1CO)c1ccncc1	14	0.4
COc1ccc([C@H]2C=C(C(=O)N3CCN(Cc4ccc5c(c4)OCO5)CC3)O[C@@H](OCc3ccc(CO)cc3)C2)cc1	6	.
Cc1noc(C)c1NC(=O)N(C)C[C@@H]1Oc2cc(C#CCC(C)C)ccc2S(=O)(=O)N([C@H](C)CO)C[C@H]1C	-6	0.6
C[C@H]1CN([C@@H](C)CO)C(=O)c2cc(NC(=O)CCCCCC(=O)Nc3ccccc3N)ccc2O[C@@H]1CN(C)C(=O)Nc1ccc(C(F)(F)F)cc1	-3	0.1
CS(=O)(=O)Nc1ccc2c(c1)[C@@H]1C[C@H](CC(=O)NCc3ccc(Cl)cc3)O[C@H](CO)[C@@H]1O2	-3	-1.6
C[C@H](CO)N1C[C@H](C)[C@H](CN(C)S(=O)(=O)c2cccs2)Oc2ccc(NC(=O)CCN3CCOCC3)cc2CC1=O	.	2.1
COc1ccc(NC(=O)Nc2ccc3c(c2)[C@H]2C[C@@H](CC(=O)NCc4ccccn4)O[C@@H](CO)[C@H]2O3)cc1	0	-0.1
Cc1nn(C(C)C(=O)Nc2sc3c(c2C#N)CCCC3)c(C)c1[N+](=O)[O-] (stereo not given)	9	0.0
Nc1cc(N)nc(SCC(=O)Nc2ccc(Br)cc2Cl)n1	11	0.6
C[C@@H]1CN([C@@H](C)CO)S(=O)(=O)c2ccc(C#CCN(C)C)cc2O[C@H]1CN(C)C(=O)Nc1ccccc1F	.	0.3
COc1cccc(C(=O)Nc2ccc3c(c2)C(=O)N(C)C[C@H](OC)[C@H](C)CN(CCc2ccccc2)[C@@H](C)CO3)c1	-2	-0.1
COc1ccc(S(=O)(=O)N(C)C[C@@H]2OCCCC[C@H](C)Oc3ccc(NC(=O)c4ccncc4)cc3C(=O)N([C@H](C)CO)C[C@H]2C)cc1	.	-1.0
C[C@H]1CN([C@@H](C)CO)C(=O)c2cc(-c3cccnc3)cnc2O[C@H]1CN(C)C(=O)Nc1ccccc1	13	0.0
C[C@@H]1CN([C@@H](C)CO)C(=O)CCCn2nncc2CO[C@@H]1CN(C)C(=O)Nc1ccc(C(C)(C)C)cc1	.	-1.3
CCCNC(=O)N(C)C[C@H]1Oc2ncc(C#Cc3ccccc3F)cc2C(=O)N([C@H](C)CO)C[C@@H]1C	-18	-0.5
Cc1cc(=O)[nH]c(SC(C)C(=O)Nc2cccc3ccccc23)n1 (stereo not given)	-17	0.1
C[C@@H]1CN([C@@H](C)CO)C(=O)c2cc(NS(=O)(=O)c3ccc(F)cc3)ccc2O[C@H]1CN(C)S(=O)(=O)c1ccc(Cl)cc1	.	2.7
CC(C)C#Cc1ccc2c(c1)O[C@@H](CN(C)C(=O)CC1CC1)[C@H](C)CN([C@@H](C)CO)S2(=O)=O	.	-0.5
CN(C)CC(=O)N[C@H]1C=C[C@@H](CC(=O)NCCN2CCCCC2)O[C@H]1CO	-11	0.2
O=C(Cc1ccncc1)NCC[C@@H]1CC[C@@H](NC(=O)C2CC2)[C@H](CO)O1	35	-0.2
COc1c(C=O)c(O)cc2c1C(=O)c1ccccc1C2=O	1	-3.5
O=C(CC1CC1)Nc1ccc2c(c1)[C@@H]1C[C@@H](CC(=O)N3CCOCC3)O[C@@H](CO)[C@@H]1O2	-13	0.2
C[C@H]1CN([C@@H](C)CO)C(=O)c2cccc(NC(=O)C3CCOCC3)c2O[C@H]1CN(C)S(=O)(=O)c1ccc(Cl)cc1	-16	2.1
COc1cc2occ(-c3ccc4c(c3)OCO4)c(=O)c2c(OC)c1OC	.	-0.3
CNC[C@@H]1Oc2c(NS(=O)(=O)c3ccc(Cl)cc3)cccc2C(=O)N([C@@H](C)CO)C[C@@H]1C	.	2.2
C[C@@H](O)C#Cc1cnc2c(c1)C(=O)N([C@@H](C)CO)C[C@H](C)[C@@H](CN(C)C(=O)c1ccccc1F)O2	15	.
C[C@@H]1CCCCO[C@@H](CN(C)S(C)(=O)=O)[C@@H](C)CN([C@H](C)CO)C(=O)c2cc(NC(=O)NC3CCCCC3)ccc2O1	.	2.0
C[C@@H]1CN([C@@H](C)CO)S(=O)(=O)c2ccc(C3=CCCC3)cc2O[C@H]1CN(C)C(=O)c1cnccn1	-1	0.1
COc1ccc(NC(=O)N(C)C[C@H]2Oc3c(NC(=O)C4CC4)cccc3C(=O)N([C@H](C)CO)C[C@@H]2C)cc1	.	1.5
CO[C@@H](CN(C)S(=O)(=O)c1cccc(Cl)c1)[C@H](C)CN([C@@H](C)CO)S(=O)(=O)c1ccc(Cl)cc1	14	-0.4
CC(C)NC(=O)N1[C@H](CO)[C@H](c2ccc(C#CC3CCCC3)cc2)[C@@H]1C#N	.	-0.3
O=C(C[C@H]1C=C[C@@H](NC(=O)c2ccccc2)[C@H](CO)O1)NCc1ccncn1	4	-0.1
C[C@@H]1CN([C@@H](C)CO)C(=O)c2cc(C#C[C@@H](C)O)cnc2O[C@@H]1CN(C)C(=O)CN(C)C	-22	.
C[C@H](CO)N1C[C@H](C)[C@@H](CN(C)C(=O)C2CCC2)Oc2ncc(-c3cccc(F)c3)cc2C1=O	-1	0.1
C[C@H](CO)N1C[C@H](C)[C@@H](CN(C)C(=O)c2ccncc2)Oc2cc(C#CC3(O)CCCC3)ccc2S1(=O)=O	2	-0.4
Cc1ccccc1S(=O)(=O)NCC[C@@H]1CC[C@H](NS(=O)(=O)c2ccccc2C)[C@H](CO)O1	1	0.0

# Entries above containing a thiophene ring, fused or not, in the order listed:
smiles	EZH2 inh	IDH1 R132H inh
Cc1ccc(C)c(NC(=O)CSc2ncnc3sc4c(c23)CCC4)c1	-3	-0.2
C[C@H](CO)N1C[C@H](C)[C@H](CN(C)S(=O)(=O)c2cccs2)Oc2ccc(NC(=O)CCN3CCOCC3)cc2CC1=O	.	2.1
Cc1nn(C(C)C(=O)Nc2sc3c(c2C#N)CCCC3)c(C)c1[N+](=O)[O-] (stereo not given)	9	0.0

# (continued)
smiles	EZH2 inh	IDH1 R132H inh
COc1ccc(OCC(=O)Nc2sc(C)c(C)c2C(N)=O)cc1	-13	0.2
COc1ccc(NC(=O)N[C@@H]2CC[C@@H](CCn3cc(-c4ccccn4)nn3)O[C@H]2CO)cc1	-3	-0.2
COc1ccc(CN(C)C[C@@H]2Oc3ccc(NC(=O)Nc4cccc5ccccc45)cc3CC(=O)N([C@H](C)CO)C[C@@H]2C)cc1	-15	-0.3
O=C(Nc1cccnc1)c1nc2ncccn2n1	-5	-1.9
C[C@@H]1CCCCO[C@@H](CN(C)C(=O)Nc2cccc3ccccc23)[C@H](C)CN([C@H](C)CO)C(=O)c2cc(NS(=O)(=O)c3ccc(Cl)cc3)ccc2O1	.	-0.8
CC(C)CC#Cc1ccc2c(c1)O[C@H](CN(C)C(=O)CN(C)C)[C@H](C)CN([C@H](C)CO)S2(=O)=O	-2	.

# Compound activity: PubChem, Broad Institute
